HT1080-NT tox: kills 2HG-producing HT-1080-NT fibrosarcoma cells | HT-1080-NT fibrosarcoma viability, CellTiter-Glo ATP luminescence, 48 h | Potency, µM (top dose mostly 46.1 µM), inactives show at the top dose activity, negative = less viability, most hits filed as cytotoxic | 360,000 compounds, 1.6% hits;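 also: NT is the 2HG producing partner of a matched IDH1 knockdown line; potency is read from the fitted curve at half-maximal effect; 0% = DMSO-treated cells and -100% = media-only wells without cells; nearly all actives have a fitted effect of over 55% in size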
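Read-out is CellTiter-Glo luminescence after 10 minutes at room temperature, following 48 hours' compound treatment of HT-1080-NT cells (750 cells/well, RPMI, 5% FBS, 37 degrees C).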
DRD3 antagonist: antagonists of human D3 dopamine receptor | P35462 | D3R cells, DiscoveRx beta-arrestin luminescence, antagonist mode; stronger effect = lower value | max response, negative = inhibition, % | 360,000 compounds, 2.5% hits | AID 652054; in the data active = max response below about -50%; inconclusive = no clear call, values can overlap the other calls; also: % is scaled to controls: 0 for no effect and ±100 for the full control effect; mostly tested at two doses, the higher about 12 µM
Target sequence (P35462 whole entry, looked up): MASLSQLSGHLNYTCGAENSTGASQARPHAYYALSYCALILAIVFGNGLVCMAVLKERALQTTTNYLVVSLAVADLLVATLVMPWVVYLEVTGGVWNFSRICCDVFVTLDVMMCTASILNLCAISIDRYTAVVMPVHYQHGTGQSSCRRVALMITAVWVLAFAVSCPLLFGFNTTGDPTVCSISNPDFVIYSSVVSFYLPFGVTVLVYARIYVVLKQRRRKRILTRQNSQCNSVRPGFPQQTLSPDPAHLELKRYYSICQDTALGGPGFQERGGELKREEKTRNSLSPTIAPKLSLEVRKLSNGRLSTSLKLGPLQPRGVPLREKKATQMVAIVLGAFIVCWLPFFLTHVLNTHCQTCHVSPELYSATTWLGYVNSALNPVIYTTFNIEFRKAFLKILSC
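Cells expressing the human receptor were seeded at 1500 cells/well, incubated overnight at 37 degrees C in 5% CO2, then exposed to library compounds with dopamine controls for 90 minutes at 37 degrees C before luminescent detection.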
GLP1R ag: activates the human GLP-1 receptor; HEK293 GLP-1R CRE-luciferase, luminescence, 4-6 h; cells express a hypersensitive GLP-1R form; Potency, µM (series often up to 45.6 µM), inactives show at the highest dose activation, hits mostly activators; 380,000 compounds, 0.007% hits; AID 624172; also: potency is read from the fitted curve at half-maximal effect; % of control where 0% means no effect
Target sequence (P43220 whole entry, looked up): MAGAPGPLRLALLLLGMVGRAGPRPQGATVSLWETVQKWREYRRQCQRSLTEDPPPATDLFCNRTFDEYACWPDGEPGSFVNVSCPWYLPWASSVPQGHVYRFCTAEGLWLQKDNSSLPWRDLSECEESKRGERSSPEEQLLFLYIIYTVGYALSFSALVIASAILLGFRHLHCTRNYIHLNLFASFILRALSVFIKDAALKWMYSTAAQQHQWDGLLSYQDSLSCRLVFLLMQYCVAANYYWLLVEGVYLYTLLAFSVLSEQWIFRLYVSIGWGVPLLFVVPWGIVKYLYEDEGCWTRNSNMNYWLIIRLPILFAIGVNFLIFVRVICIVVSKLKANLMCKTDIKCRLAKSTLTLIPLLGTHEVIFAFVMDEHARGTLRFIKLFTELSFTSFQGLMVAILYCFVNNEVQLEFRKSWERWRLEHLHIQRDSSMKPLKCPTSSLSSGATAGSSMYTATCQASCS
KB-V1 cytotox: KB-V1 MDR subline cytotoxicity | 400,000 compounds, 3.4% hits | Potency, µM (titrated, usually from 46.1 µM), inactives show top-dose activity change, negative = cytotoxicity, usual class: cytotoxic | AID 1347076 | KB-V1 MDR cells viability, CellTiter-Glo, 72 h; also: potency is read from the fitted curve at half-maximal effect; % is scaled to controls: 0 for no effect and ±100 for the full control effect; nearly all actives have a fitted effect of over 60% in size
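KB-V1 MDR subline cells in DMEM (phenol-red free, 10% FBS) exposed to compounds in qHTS concentration series for 72 h at 37 degrees C. Viability read by CellTiter-Glo luminescence; concentration-effect curves fitted after normalization and correction.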
D3 ag: activates the human D3 dopamine receptor. P35462. D3R DiscoveRx beta-arrestin cells, luminescence, 90 min. max activation, %. 410,000 compounds, 0.58% hits; in the data active = max activation above about 30%; also: 0% is about no effect; mostly tested at two doses, the higher about 12 µM
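Agonist mode: compounds and dopamine controls were applied to plated cells for 90 min at 37 degrees C after an overnight attachment at 1500 cells/well. Luminescent read-out followed 30 - 60 minutes at room temperature with DiscoveRx detection reagent.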
IL-1B inflam inh: inflammasome signaling inhibition, IL-1 beta readout; 360,000 compounds, 4.7% hits; THP-1 LPS/ATP IL-1B secretion, AlphaLISA, 16 h; stronger effect = lower value; activity change, % at 57.5 µM; in the data active = activity change below about -50%; inconclusive = mostly about -30% to -49%; also: % is scaled to controls: 0 for no effect and ±100 for the full control effect
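THP-1 cells pretreated 1 hr with compounds (up to 57.5 uM final), then stimulated with LPS (250 ng/mL final) plus ATP (1.25 mM final); secreted IL-1B measured by AlphaLISA after 16 hr, decreased signal indicating inhibition.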
KB-3-1 cytotox: kills parental KB-3-1 adenocarcinoma cells. KB-3-1 viability, CellTiter-Glo ATP luminescence, 72 h. Potency, µM (doses to about 46.1 µM), for the others: at the highest dose activity change, negative = cytotoxic, usual class: cytotoxic. 400,000 compounds, 1.4% hits. AID 1347075; also: potency is read from the fitted curve at half-maximal effect; % is scaled to controls: 0 for no effect and ±100 for the full control effect; nearly all actives have a fitted effect of over 60% in size
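Here the drug-naive KB-3-1 line serves as comparator for MDR sub-line selectivity; cells received compound titrations, 72 h at 37 °C, then CellTiter-Glo readout.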
HT1080 IDH1KD tx: kills HT-1080 cells with IDH1 knockdown | 360,000 compounds, 2% hits | Potency, µM (doses to about 46.1 µM), for inactives: top-dose activity, negative = toxicity, most hits filed as cytotoxic | AID 686971 | HT-1080 IDH1 knockdown viability, ATP luminescence, 48 h;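 also: potency is read from the fitted curve at half-maximal effect; 0% = DMSO wells and -100% = cell-free medium wells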
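HT-1080-IDH1KD cells (IDH1 knocked down), 750/well in RPMI with 5% FBS, treated with compound 48 h at 37 degrees C. Viability by CellTiter-Glo luminescence, normalised to DMSO and no-cell wells; concentration-response curves classed.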
SW480 rerep: inducers of DNA re-replication in SW480 colon cancer cells | SW480 DNA re-replication, Hoechst DNA content imaging, 48 h | Potency, µM (series often up to 46.1 µM), without a hit: at the top dose re-replication activation, most hits filed as activators | 340,000 compounds, 1.8% hits | AID 624297; also: potency is read from the fitted curve at half-maximal effect; % of control where 0% means no effect; nearly all actives have a fitted effect of over 55% in size
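DNA re-replication was detected as more nuclei of elevated Hoechst intensity after 48 hr exposure to compound (23 nL pinned per well of 250 cells).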
Active calls of the source: *; ? = inconclusive; nt = not tested or not shown; [ ] = dose if it differs, or a comment. Unless noted, calls follow the shape of the dose curve; as a rule, active = well fitted curve in the direction sought with a large enough effect; inconclusive = small, poorly fitted or top-dose-only effect, or another doubt; inactive = no such curve, though single readings can be large; an effect the other way counts as inactive or inconclusive.

SMILES	HT1080-NT tox	DRD3 antagonist	GLP1R ag	KB-V1 cytotox	D3 ag	IL-1B inflam inh	KB-3-1 cytotox	HT1080 IDH1KD tx	SW480 rerep
CC(=O)N1Cc2cnnn2-c2ccccc2C1(C)C#N (centres undefined)	6%	0	-4%	0%	2	7	14%	12%	?
O=P1(NC2CCCC2)COc2ccccc2OC1	16%	-24	-11%	6%	1	27	2%	0%	-17%
COc1ccc(C=O)cc1	?	32	?	5%	4	0	0%	10%	7%
CC(C)COP(=O)(OCC(C)C)C(O)c1cccnc1 (centres undefined)	-2%	2	8%	-9%	-1	10	1%	-7%	-11%
CCOC(=O)C(NC(=O)C(Cc1ccc(N(CCCl)CCCl)cc1)NC(C)=O)C(C)C (centres undefined)	20%	-9	-11%	7%	0	3	6%	1%	-3%
O=C(CCc1ccccc1)N1Cc2cc(N3CCCCC3)ccc2-n2nncc2C1	-1%	0	13%	-16%	-7	-30	0%	4%	nt
O=C1CC(=O)N(c2ccccc2F)C(=O)N1	18%	16	3%	15%	0	5	-17%	10%	-11%
COc1ccc(C(c2nnnn2Cc2ccccc2)N2CCC(n3c(=O)[nH]c4ccccc43)CC2)cc1 (centres undefined)	?	50	-6%	?	-6	-1	?	?	nt
C[C@H]1CC[C@@]2(C)[C@@H](CC[C@@H]3[C@@H]2CC[C@]2(C)[C@@H](O)CC[C@@H]32)C1	14%	9	0%	7%	7	?	3%	7%	0%
O=c1[nH]c(=O)n(Cc2ccccc2Cl)c(O)c1C=Nc1ccc(F)cc1	6%	7	4%	-5%	-2	13	0%	-9%	-1%
CCOC(=O)[C@]12Cc3c(cc(OC)c(OC)c3OC)[C@H]1N(C)C(=O)c1ccccc12	11%	-63*	-21%	28%	-4	-55*	?	1%	nt
COC(=O)C1=C(c2ccc(OC)c(OC)c2)C[C@@H]2CC[C@H]1N2C(=O)NC(C)C	10%	39	10%	1%	3	14	7%	15%	3%[9.22 µM]
Cc1ncc([N+](=O)[O-])n1CCOC(N)=O	-1%	-17	-5%	-4%	-5	-3	8%	-1%	20%
CCCCn1c(O)c(C(C)=NCc2ccco2)c(=O)[nH]c1=O	3%	-9	5%	-13%	0	-22	7%	5%	-7%
C(=C\c1ccncc1)/c1ccncc1	4%	-11	-1%	0%	7	-16	-1%	?	3%
Oc1ccccc1Cl	1%	14	2%	-3%	2	-2	0%	1%	-12%
CCC1(CCO)C(=O)NC(=S)NC1=O	-3%	-1	6%	23%	6	3	7%	24%	-5%
O=C(COc1ccc(Cl)cc1)N1CCN(C/C=C/c2ccccc2)CC1	7%	-8	1%	-21%	-6	-75*	-9%	-3%	0%
Cc1cc(N2CCCCC2)ccc1C=C1C(=O)N(C)C(=S)N(C)C1=O	7%	14	-4%	23%	3	20	8%	16%	-3%
O=C(CSC1c2ccccc2-c2ccccc21)N/N=C/c1ccc(C(=O)O)cc1	-3%	5	1%	4%	7	8	1%	17%	-3%
Nn1c(CSc2nc3ccccc3o2)nnc1CSc1nc2ccccc2o1	-22%	?	0%	?	2	0	0%	-14%	?
C=C(COC(C)=O)CC1CC(O)[C@]2(C)OC3CC4OC5C[C@]6(C)O[C@]7(C)CCC8OC9C[C@]%10(C)OC%11C(C)=CC(=O)OC%11CC%10OC9C[C@@H](C)C8OC7CC6O[C@]5(C)C/C=C\C4OC3CC2O1 (some centres undefined)	-27%	-8	-4%	?	8	-13	5%	-15%	-10%[9.22 µM]
COc1cccc(NC(=O)N2CCC3(CC2)OCCO3)c1	12%	16	4%	0%	-5	21	23%	6%	-11%
CC(=O)N1CCC2(CC1)CC(=O)c1cc(OCC(=O)N3CCN(C)CC3)ccc1O2	-12%	-21	-2%	?	2	-15	-1%	9%	7%
CC1(C)CC(=O)CC(C)(C)N1O	11%	-1	1%	14%	2	7	?	4%	nt
COC(=O)C1=C(c2ccc(Cl)c(C(F)(F)F)c2)C[C@@H]2CC[C@H]1N2C(=O)N1CCC(C)CC1	13%	-50*	-1%	?	-46	?	?	12%	4%
O=c1cccc2n1CC1CC2CN(Cc2ccc3c(c2)OCO3)C1 (centres undefined)	-9%	-7	4%	-25%	7	-16	-14%	-17%	-2%
Cc1ccc(NC(=O)COC(=O)/C=C/c2ccco2)cc1S(=O)(=O)N(C)C	11%	2	-14%	-19%	7	31	3%	16%	?
CN1CCN(CC(=O)Nc2ccc(Cl)cc2C(=O)c2ccccc2)CC1	-15%	-3	10%	1%	-2	-10	1%	-6%	-3%
COc1ccc(CC(=O)N2CCN(C)CC2)cc1	-10%	?	-1%	-8%	6	-15	-5%	1%	0%
N=C1c2ccccc2CN1c1ccc(F)c([N+](=O)[O-])c1	-15%	-4	8%	1%	-5	-99*	-15%	-4%	-15%
CC(C)CC1(CCc2ccccc2)C(=O)NC(=O)NC1=O	-1%	5	3%	15%	5	20	20%	0%	-4%
O=C(c1ccc(Cl)cc1)C12CN3CN(CN(C3)C1)C2	12%	9	1%	13%	-5	6	10%	0%	0%
COc1ccc(Cn2c(O)c(C=NCCCn3ccnc3)c(=O)[nH]c2=O)cc1	-4%	-21	-9%	0%	-9	15	?	-5%	?
CCC(=Nc1ccccc1N)c1c(O)[nH]c(=O)[nH]c1=O	-15%	5	0%	?	3	7	-30%	-7%	-8%
Cc1c(C=O)c2ccccc2n1Cc1ccc([N+](=O)[O-])cc1	-16%	?	-4%	10µM*	-2	0	-1%	-24%	-2%
CC(C)c1cccc(C(C)C)c1OCCn1ccnc1	-1%	23	-1%	23µM*	2	16	-9%	-13%	?
Cc1cccc(CS(=O)(=O)Cc2ccc(C(=O)N3CCC4(CC3)OCCO4)o2)c1	-4%	-6	4%	-8%	7	16	-10%	3%	2%
O=C(O)CC1OCC=C2CN3CCC45c6ccccc6NC4C1C2CC35 (centres undefined)	17%	2	-13%	10%	-1	8	0%	4%	-5%
c1ccc(-c2ccncc2)cc1	?	-20	2%	0%	-1	-9	2%	0%	1%

As entered above:
Entry for `C=C(COC(C)=O)CC1CC(O)[C@]2(C)OC3CC4OC5C[C@]6(C)O[C@]7(C)CCC8OC9C[C@]%10(C)OC%11C(C)=CC(=O)OC%11CC%10OC9C[C@@H](C)C8OC7CC6O[C@]5(C)C/C=C\C4OC3CC2O1` (some centres undefined) in HT1080-NT tox: -27%
Entry for `N=C1c2ccccc2CN1c1ccc(F)c([N+](=O)[O-])c1` in GLP1R ag: 8%
Entry for `Nn1c(CSc2nc3ccccc3o2)nnc1CSc1nc2ccccc2o1` in HT1080-NT tox: -22%
Entry for `O=C(O)CC1OCC=C2CN3CCC45c6ccccc6NC4C1C2CC35` (centres undefined) in DRD3 antagonist: 2

The listing picks up with the 6 entries that preceded the break.
SMILES	HT1080-NT tox	DRD3 antagonist	GLP1R ag	KB-V1 cytotox	D3 ag	IL-1B inflam inh	KB-3-1 cytotox	HT1080 IDH1KD tx	SW480 rerep
CCC(=Nc1ccccc1N)c1c(O)[nH]c(=O)[nH]c1=O	-15%	5	0%	?	3	7	-30%	-7%	-8%
Cc1c(C=O)c2ccccc2n1Cc1ccc([N+](=O)[O-])cc1	-16%	?	-4%	10µM*	-2	0	-1%	-24%	-2%
CC(C)c1cccc(C(C)C)c1OCCn1ccnc1	-1%	23	-1%	23µM*	2	16	-9%	-13%	?
Cc1cccc(CS(=O)(=O)Cc2ccc(C(=O)N3CCC4(CC3)OCCO4)o2)c1	-4%	-6	4%	-8%	7	16	-10%	3%	2%
O=C(O)CC1OCC=C2CN3CCC45c6ccccc6NC4C1C2CC35 (centres undefined)	17%	2	-13%	10%	-1	8	0%	4%	-5%
c1ccc(-c2ccncc2)cc1	?	-20	2%	0%	-1	-9	2%	0%	1%
CCS(=O)(=O)N1Cc2cc(C(=O)N(C)C)nc(-c3cccc(-c4ccc(F)cc4)c3)c2[C@@H]1CCO	1%	-2	4%	29%	-2	0	9%	-1%	nt
CCOc1ccc(-n2c(O)c(C=NCCN(CC)CC)c(=O)[nH]c2=O)cc1	1%	-9	21%	3%	-4	2	0%	0%	-1%
COc1ccc(-n2c(=O)[nH]c3ccccc3c2=O)cc1	-2%	0	-12%	1%	-3	-7	2%	-4%	4%
COc1ccc(NC(=O)N2CCC3(CC2)OCCO3)cc1OC	16%	0	2%	21%	1	10	-1%	17%	-4%
CCC(C)n1c(O)c(C(c2ccccn2)c2c(O)n(C(C)CC)c(=S)[nH]c2=O)c(=O)[nH]c1=S (centres undefined)	3%	-18	-8%	-2%	-1	1	14%	17%	0%
Cn1c(O)c(C(c2ccccn2)c2c(O)n(C)c(=S)n(C)c2=O)c(=O)n(C)c1=S	13%	-16	-3%	13%	-3	12	6%	10%	-2%
O=C1CN=C(c2ccc(Cl)cc2)c2oc3ccccc3c2N1	-15%	-29	9%	11%	5	84	3%	-14%	?
CN1C(=O)CCC2(C)C1=CCC1C2CCC2(C)C1CCC2(C)O (centres undefined)	1%	1	12%	26%	-3	3	?	1%	-13%
O=C(COc1ccc2ccc(=O)oc2c1)N1C[C@H]2C[C@@H](C1)c1cccc(=O)n1C2	2%	8	14%	0%	-1	-8	0%	11%	?
O=P(O)(O)CN1CCNCCN(CP(=O)(O)O)CCNCC1	3%	0	3%	?	-8	-15	?	15µM*	4.1µM*
C[n+]1ccc(-c2ccccc2)c2ccccc21	?	-20	-3%	12%	-2	53	?	-26%	0%
Cc1ccc(N2C(=O)NC(=O)/C(=C\c3cnc(-c4ccccc4)nc3)C2=O)cc1	10%	?	-26%	3%	-6	-4	0%	10%	-4%
O=C(COc1ccc(Br)cc1)N1CCN(C2CCCC2)CC1	-1%	-10	0%	?	-4	-1	-1%	-4%	-1%

Source: PubChem

Only part of the results is shown, so the mix of outcomes need not match the whole.
